# H37Rv inhibition: M. tuberculosis growth inhibition, HTS (AID 449762); M. tuberculosis H37Rv growth inhibition, 7H9 media; higher % means a stronger effect; actives 0.59% (n = 330,000); one-dose inhibition, % at 25 µM; IC50 in µM for titrated hits; in the data active means a potency from the dose series; inconclusive means inhibition above about 70% without an active follow-up result;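 further: bacterial growth assessed after seven days of incubation; strong numbers were not always called active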
# PhoP GFP inhibition: PhoP regulon inhibitors, Salmonella typhi PhoP promoter GFP reporter, confirmatory (AID 1850); Salmonella Typhi PhoP-promoter GFP reporter, fluorescence, 4 h; higher % means a stronger effect; actives 0.33% (n = 310,000); one-dose inhibition, % at 50 µM; IC50 in µM for titrated hits; in the data active means a potency from the dose series; inconclusive means inhibition mostly from about 25% at the one dose, without a potency; inactive means the rest, 99 in 100 with inhibition below about 19%;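 further: 0% = induced wells with vehicle and 100% = uninduced wells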
# influenza NS1A: H1N1 influenza NS1A inhibitors, functional cell based assay (AID 504329); one-dose inhibition, % at 12.5 µM; IC50 in µM for titrated hits; NS1A functional cell-based assay, percent inhibition; higher % means a stronger effect; actives 0.3% (n = 340,000); in the data active means a potency from the dose series; inconclusive means inhibition above about 27% without an active follow-up result; further: strong numbers were not always called active
# VEEV TC-83 Vero: inhibitors of VEEV TC-83 cytopathic effect, confirmation, Vero cells (AID 588727). Vero cells, VEEV TC-83 cytopathic effect inhibition; higher % means a stronger effect. one-dose inhibition, % at 20 µM; IC50 in µM for titrated hits. actives 0.13% (n = 350,000); in the data active means a potency from the dose series; inconclusive means inhibition mostly from about 14% at the one dose, without a potency; inactive means the rest, 99 in 100 with inhibition below about 12%; further: strong numbers were not always called active
# tuberculosis growth: growth inhibition of non-replicating M. tuberculosis (AID 488890); Mycobacterium tuberculosis non-replicating, growth inhibition; higher % means a stronger effect; one-dose inhibition, % at 25 µM; IC50 in µM for titrated hits; actives 0.39% (n = 320,000); in the data active means a potency from the dose series; inconclusive means inhibition mostly from about 82% at the one dose, without a potency; inactive means the rest, 99 in 100 with inhibition below about 76%;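 further: plate controls were DMSO cells for no effect and high antibiotic wells for full effect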
# VEEV TC-83 Vero 10K pilot screen: recorded beside VEEV TC-83 Vero, whose call it bears; inhibition, %; measured here: 10K pilot screen inhibition
# * = called active by the depositor; i = inactive; ? = inconclusive; . = no result given.
SMILES,H37Rv inhibition,PhoP GFP inhibition,influenza NS1A,VEEV TC-83 Vero,tuberculosis growth,others
COC(=O)c1c(NC(=O)c2cccnc2)sc(C)c1C,-2%,-16%,-13%,7.9%,-2%,
Cc1nc2c(C(=O)N3CCOCC3)cnn2c(C)c1Cc1ccc(Cl)cc1,2%,-4%,-18%,i,7%,
CC(C)n1c(CNC(=O)c2ccccc2F)nnc1SCC(=O)c1ccc(F)cc1,.,.,-22%,1.0%,.,
Cc1cc(NC(=O)Nc2cc(Cl)ccc2C)no1,3%,-6%,-5%,i,14%,
Cc1nnc2c3ccccc3c(Cl)nn12,-4%,2%,-2%,1.4%,-15%,
O=C(O)CNS(=O)(=O)c1ccc2c3c(cccc13)C(=O)N2,-6%,-2%,7%,0.1%,-3%,
CN(CC(=O)Nc1ccc(Cl)c(C(F)(F)F)c1)C(=O)c1cn2ccccc2n1,19%,4%,-3%,9.8%,2%,
COc1ccc(CC(O)COS(N)(=O)=O)cc1 (centres undefined),2%,9%,9%,0.1%,-1%,VEEV TC-83 Vero 10K pilot screen=1.5
COc1ccc(N2C(=O)C3CCCN3C2c2cccs2)cc1 (centres undefined),-3%,5%,7%,i,.,
COc1ccccc1CNC(=O)COc1ccc(S(=O)(=O)N2CCOCC2)cc1C,0%,-3%,-12%,2.0%,1%,
COc1ccc(CN(Cc2cccn2C)S(=O)(=O)c2ccc(C)cc2)cc1,3%,1%,-25%,1.9%,1%,
COc1ccc(C(CNC(=O)c2ccc(N3CCCC3=O)cc2)N(C)C)cc1 (centres undefined),0%,-33%,-2%,0.0%,-8%,
Cc1cc(C)c(C(=O)C(C)OC(=O)Cc2n[nH]c(=O)c3ccccc23)cc1C (centres undefined),-13%,-4%,-6%,8.9%,10%,
Cc1ccc(S(=O)(=O)CC(=O)Nc2nc(-c3ccccc3)cs2)cc1,18%,6%,4%,6.8%,41%,
Cc1cc(C)c(-c2csc(Cc3nc(-c4cc5ccccc5oc4=O)cs3)n2)cc1C,11%,3%,7%,i,51%,
COc1ccc(-c2nc(CS(=O)CC(=O)NCc3ccc4c(c3)OCO4)c(C)o2)cc1 (centres undefined),-10%,7%,7%,0.7%,27%,
CCc1ccc(NC(=S)N(CCOC)C2CCN(C(C)=O)CC2)cc1,4%,5%,-13%,0.6%,3%,
COc1ccccc1C(=O)C1CCCN(C(=O)c2cc(CC(C)C)nc(C)n2)C1 (centres undefined),-7%,-12%,-7%,2.8%,23%,
COc1ccc(NC(=O)CSc2nnnn2-c2ccccc2F)cc1,-9%,-7%,-4%,0.8%,17%,
Cc1ccc(S(=O)(=O)N2C[C@@H]3[C@H]4CC[C@H](C4)[C@@H]3[C@@H](C)C2CC(=O)c2ccccc2)cc1 (some centres undefined),.,.,-1%,i,.,
CCc1ccc(NC(=O)Cn2c(=O)oc3cc(S(=O)(=O)N4CCOCC4)ccc32)cc1,-2%,17%,-4%,7.4%,.,
C=CC[C@H](CC(=O)NCCO)C(=O)N[C@@H](COC(=O)[C@@H](CC=C)Cc1ccc(F)cc1)Cc1c[nH]c2ccccc12,0%,.,-13%,6.8%,28%,
CCOc1ncccc1C(=O)OCC(=O)c1cccs1,.,-5%,6%,2.8%,.,
OCC[C@@H]1C[C@H](O)[C@@H](O)[C@@]2(Cc3ccccc3O2)O1,-2%,-3%,7%,1.1%,-9%,VEEV TC-83 Vero 10K pilot screen=1.7
COc1cc(/C=C2/S/C(=N/S(=O)(=O)c3ccccc3)NC2=O)c([N+](=O)[O-])cc1OC,-8%,-1%,8%,2.5%,19%,
SMILES,H37Rv inhibition,PhoP GFP inhibition,influenza NS1A,VEEV TC-83 Vero,tuberculosis growth,others
CCN1C(=O)[C@H]2[C@@H](c3ccc(-c4cc(C(C)=O)cs4)cc3)N3CCCC[C@@]3(C(=O)OC)[C@H]2C1=O,6%,8%,4%,2.1%,1%,
O=c1oc(-c2ccccc2F)nc2c1cnn2-c1ccccc1,?,-2%,-5%,7.5%,?,
Cc1onc(-c2c(F)cccc2Cl)c1C(=O)N1CCc2ccccc21,5%,-2%,-5%,i,20%,
Cc1cccc(CN2[C@@H](CC(C)C)COCCS2(=O)=O)c1,6%,-2%,-6%,0.5%,10%,
CCOC(=O)c1ccc(NC(=O)CCC(CC)C(=O)O)cc1 (centres undefined),0%,-1%,-3%,0.2%,-3%,
COc1ccc([N+](=O)[O-])cc1/C=N/NC(=O)CNC(=O)c1cccc(F)c1,4%,8%,13%,i,23%,
COc1ccccc1-c1c(C)nn2c(N3CCCCCC3)cc(C)nc12,24%,.,-10%,0.5%,.,
CSc1ccccc1C(=O)C1CCCN(S(=O)(=O)c2c(C)noc2C)C1 (centres undefined),-5%,-2%,-8%,i,.,
COc1ccccc1Cc1nc(-c2cccnc2)no1,0%,1%,3%,3.7%,38%,
CC(=O)Nc1ccc(S(=O)(=O)Nc2ccc(S(=O)(=O)N3CCCCCC3)cc2)cc1,-15%,-1%,-9%,6.6%,24%,
CC(C)C(C)NC(=O)COC(=O)c1cc(S(=O)(=O)N(C)C)ccc1N1CCCC1 (centres undefined),3%,8%,.,.,18%,
O=[N+]([O-])c1ccccc1S(=O)(=O)Nc1ncccn1,6%,20%,0%,i,-6%,
C=CCn1c(SCC(=O)Nc2cc(NC(C)=O)ccc2OC)nnc1-c1cccnc1,-7%,-8%,5%,0.6%,5%,
O=C1c2ccccc2C(=O)C12OC(c1ccccc1)C1(C(=O)c3ccccc3C1=O)C2c1ccc([N+](=O)[O-])cc1 (centres undefined),0%,2%,-3%,6.6%,34%,
CC[n+]1c(C)sc2sc3ccccc3c21,6%,4%,.,.,42%,
CC(=O)Nc1ccc(S(=O)(=O)N(C)CC(=O)OC2CCCCC2=O)cc1 (centres undefined),-19%,.,-6%,0.2%,-4%,
O=S(=O)(Nc1ccc(-c2cn3c(n2)SCC3)cc1)c1ccccc1F,-8%,-10%,13%,8.8%,24%,
Cn1nnnc1SCC(=O)NNC(=O)c1ccc(Cl)cc1,4%,-3%,10%,i,6%,
CCOC(=O)N1CCN(C(=O)C2CCN(c3ncnc4c3sc3cccc(F)c34)CC2)CC1,61%,-4%,5%,8.7%,28%,
CCOC(=O)C1(Cc2cccc(OC)c2)CCCN(CCO)C1 (centres undefined),4%,0%,-17%,0.3%,21%,
CCN(CC)S(=O)(=O)c1ccc2[nH]cc(C(=O)NCCN3CCCCC3C)c(=O)c2c1 (centres undefined),-1%,-11%,-1%,2.0%,12%,
Cc1onc(-c2ccc(Cl)cc2Cl)c1-c1csc(COc2ccccc2)n1,-7%,3%,5%,i,.,
Cc1cc(C)c(C(=O)CN2C(=O)NC3(CCC(C)CC3)C2=O)cc1C (centres undefined),-5%,-4%,-2%,1.1%,-2%,
Cn1c(COc2ccccc2)nc2ccccc21,5%,-4%,-1%,i,-13%,
O=C(NC1CC1)c1ccc(CSCc2ccccc2Cl)o1,-2%,1%,-6%,i,34%,

# Ordered by SMILES length (low to high): some entries from above.
SMILES,H37Rv inhibition,PhoP GFP inhibition,influenza NS1A,VEEV TC-83 Vero,tuberculosis growth,others
Cn1nnnc1SCC(=O)NNC(=O)c1ccc(Cl)cc1,4%,-3%,10%,i,6%,
CCOC(=O)N1CCN(C(=O)C2CCN(c3ncnc4c3sc3cccc(F)c34)CC2)CC1,61%,-4%,5%,8.7%,28%,
CCN(CC)S(=O)(=O)c1ccc2[nH]cc(C(=O)NCCN3CCCCC3C)c(=O)c2c1 (centres undefined),-1%,-11%,-1%,2.0%,12%,

# Following part:
SMILES,H37Rv inhibition,PhoP GFP inhibition,influenza NS1A,VEEV TC-83 Vero,tuberculosis growth,others
COc1ccc(-n2c(Cc3cccn3C)nnc2SCC(=O)Nc2ccc(F)cc2)cc1,-8%,-10%,0%,0.6%,34%,
CCSc1nnc(NC(=O)CSc2c(Cl)cccc2Cl)s1,-1%,-14%,3%,0.2%,2%,
Cc1c(Cl)cccc1NC(CC(=O)c1ccccc1)C(=O)O (centres undefined),0%,2%,3%,0.8%,37%,
CN(C)/C=C(\C#N)C(=O)c1cccnc1Oc1cccc(F)c1,-3%,8%,-1%,i,-16%,
Cc1oc2cc(OC(C)C(=O)O)ccc2c(=O)c1Oc1ccccc1 (centres undefined),-4%,-3%,1%,0.5%,-10%,
OCc1cccc[n+]1CCc1ccccc1,-2%,-16%,.,6.3%,3%,
O=[N+]([O-])c1cccc2ccc(/C=C/c3ccc(F)cc3)nc12,-8%,-6%,9%,1.2%,23%,
CCOc1cc(/C=N/O)cc(Br)c1OCC(=O)NCc1ccccc1,-4%,-1%,12%,3.2%,2%,
Cc1nc2ncnn2c(N2CCN(C(=O)Cc3cccs3)CC2)c1C,3%,7%,6%,2.5%,-8%,VEEV TC-83 Vero 10K pilot screen=1.3
CCCc1cc(=O)oc2c(C)c(OCC(=O)N3CCC(C(=O)O)(c4ccccc4)CC3)ccc12,-6%,4%,0%,0.6%,19%,
Cc1ccc(NC(=O)C2CCN(S(=O)(=O)c3ccc4c(c3)OCCO4)CC2)nc1,-11%,-4%,11%,i,9%,
COCCn1c(C)cc(C(=O)CSc2ccc(NC(C)=O)cc2)c1C,-10%,-1%,.,5.5%,27%,
Cc1nn(C)c(Oc2ccccc2)c1CCNS(=O)(=O)c1ccccc1,.,-6%,5%,5.5%,6%,
CCCCn1c(=O)nc2n(-c3ccc(Cl)cc3)c3ccccc3cc-2c1=O,4%,-2%,-2%,0.0%,16%,
CSC(=Nc1ccccc1)N=C(SCc1ccccc1)N(C)C,.,.,0%,12%,.,
COc1ccccc1Cn1c(-c2ccccc2OC)nc2ccccc21,31%,-2%,4%,4.7%,44%,
CCC(C)(C)NC(=O)C(c1ccc(C)cc1)N(Cc1ccco1)C(=O)CCC(=O)Nc1nccs1 (centres undefined),-1%,6%,-6%,0.9%,-8%,
CC(C)(C)c1nc2sc3c(c2c(=O)o1)CCCC3,>100µM*,4%,18%,1.0%,80%,
CCOC(=O)/C=C/C(=O)Nc1cc(S(=O)(=O)Nc2ccc(OC)cc2)ccc1N1CCOCC1,.,.,-3%,9.6%,.,
CCN(CC)S(=O)(=O)c1ccc(N2CCCC2)c(NC(=O)Cc2ccccc2)c1,-8%,-2%,-4%,0.9%,22%,
O=C(NCCCN1CCOCC1)C(=O)N/N=C/c1c(Cl)cccc1Cl,0%,-1%,-2%,0.2%,-4%,
CC(C)(C)NS(=O)(=O)c1cc(C(=O)Nc2sccc2C#N)ccc1Cl,-5%,2%,-4%,2.0%,-4%,
O=C(Nc1ncccc1O)c1cc2ccccc2o1,?,0%,-7%,5.5%,?,
Cc1ccc2c(c1)N(C(=O)CCC(=O)Nc1ccccc1Cl)CC(C)O2 (centres undefined),2%,-8%,2%,0.6%,11%,
CCC(=O)Nc1nc2ccc(NC(C)=O)cc2s1,1%,1%,10%,5.3%,11%,
SMILES,H37Rv inhibition,PhoP GFP inhibition,influenza NS1A,VEEV TC-83 Vero,tuberculosis growth,others
CC(C)c1onc(C(=O)Nc2cccc(Cl)c2)c1[N+](=O)[O-],-2%,-3%,9%,i,78%,
O=C(COc1ccccc1)NCCc1nc2ccccc2[nH]1,-5%,-4%,-16%,3.2%,-10%,
Cc1ccc2c(c1)N(C(=O)CCC(=O)N1CCOCC1)CC(C)O2 (centres undefined),1%,-6%,-2%,0.2%,-16%,
CCOc1ccccc1NC(=O)C1CCN(S(=O)(=O)c2c(C)noc2C)CC1,-3%,5%,-1%,i,-17%,
O=C(O)c1ccc(N=Nc2c(O)ccc3ncccc23)cc1,-7%,9%,3.1µM*,i,0%,
Nc1cc(C(=O)OCC(=O)N2CCCC2=O)ccc1Cl,3%,-1%,-6%,2.4%,-7%,
O=C(CN(Cc1ccc(Cl)cc1)C(=O)c1csnn1)NCc1ccccc1,4%,7%,-2%,0.1%,-8%,
CC1CCCC(C)N1c1nnc(NC(=O)c2cc(-c3ccc(Br)cc3)on2)s1 (centres undefined),10%,21%,-5%,5.9%,70%,VEEV TC-83 Vero 10K pilot screen=4.0
NS(=O)(=O)c1ccc(NC(=S)N2CCN(c3ccc(Cl)c(Cl)c3)CC2)cc1,6%,-8%,0%,0.7%,8%,
Cc1cc(C)n(CC(=O)NNC(=O)c2ccc(OC(F)(F)F)cc2)n1,6%,.,-14%,0.4%,17%,
Cc1ccc(S(=O)(=O)/C(=C/Cl)NC(=O)c2ccccc2)cc1,10%,-7%,-3%,?,77%,

# Grouped by structure: those above containing a furan ring, fused or not
SMILES,H37Rv inhibition,PhoP GFP inhibition,influenza NS1A,VEEV TC-83 Vero,tuberculosis growth,others
O=C(NC1CC1)c1ccc(CSCc2ccccc2Cl)o1,-2%,1%,-6%,i,34%,
CCC(C)(C)NC(=O)C(c1ccc(C)cc1)N(Cc1ccco1)C(=O)CCC(=O)Nc1nccs1 (centres undefined),-1%,6%,-6%,0.9%,-8%,
O=C(Nc1ncccc1O)c1cc2ccccc2o1,?,0%,-7%,5.5%,?,
